Screens from PubChem.
MCF10A rereplic: A quantitative high throughput screen for small molecules that induce DNA re-replication in MCF 10a normal breast cells; Potency, µM (highest dose often 46.1 µM), for inactives: at the top dose activity, positive = re-replication, actives largely listed as activators; MCF 10A DNA re-replication, Hoechst nuclear intensity, 48 h; hit rate 2.9% among 350,000; further: potency means the concentration at half of the fitted maximal effect; % of control where 0% means no effect; nearly all actives have a fitted effect of over 50% in size
HT1080 IDH1KD tx: qHTS for induction of synthetic lethality in tumor cells producing 2HG: qHTS for the HT-1080-IDH1KD cell line. AID 686971, 2013. HT-1080 IDH1 knockdown viability, ATP luminescence, 48 h. Potency, µM (top dose mostly 46.1 µM), for the others: at the highest dose activity, negative = toxicity, hits mostly cytotoxic. hit rate 2% among 360,000;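 further: potency means the concentration at half of the fitted maximal effect; 0% = DMSO wells and -100% = cell-free medium wells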
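Luminescent ATP read-out (CellTiter-Glo, 10 min at room temperature) after 48 h compound exposure at 37 °C gave viability of IDH1-knockdown HT-1080 cells. Activity was normalised to DMSO and cell-free wells, then fitted as concentration-response curves.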
S2 tox: Viability Counterscreen for Primary qHTS for Inhibitors of ATXN expression. AID 651635, 2014. S2 cells (HEK-293 line with an ATXN2-luciferase reporter) viability, CellTiter-Fluor protease fluorescence, 24 h. Potency, µM (highest dose often 56.7 µM), most hits filed as cytotoxic. hit rate 0.49% among 400,000; further: potency means the concentration at half of the fitted maximal effect; nearly all actives have a fitted effect of over 40% in size
SW480 rerep: A quantitative high throughput screen for small molecules that induce DNA re-replication in SW480 colon adenocarcinoma cells; SW480 DNA re-replication, Hoechst DNA content imaging, 48 h; Potency, µM (top dose mostly 46.1 µM), for the others: top-dose re-replication activation, actives largely listed as activators; hit rate 1.8% among 340,000; AID 624297, 2012; further: potency means the concentration at half of the fitted maximal effect; % of control where 0% means no effect; nearly all actives have a fitted effect of over 55% in size
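Treated cells incubate 48 hr (37 C, 5% CO2), are stained 40 min with Hoechst, and nuclear fluorescence is enumerated; a rise in nuclei with high DNA signal marks re-replication.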
KB-3-1 cytotox: qHTS assay for MDR1-selective chemotherapeutics: Primary screen using the parental adenocarcinoma cell KB-3-1. Potency, µM (series often up to 46.1 µM), for the others: at the top dose activity change, negative = cytotoxic, usual class: cytotoxic. hit rate 1.4% among 400,000. KB-3-1 viability, CellTiter-Glo ATP luminescence, 72 h; further: potency means the concentration at half of the fitted maximal effect; on the % scale 0 is the no-effect control and ±100 the full control effect; nearly all actives have a fitted effect of over 60% in size
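Viability of parental KB-3-1 cells, measured by CellTiter-Glo luminescence, followed a 72 h incubation at 37 °C with pinned compounds in phenol-red-free DMEM containing 10% FBS.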
ATXN2 expr inh: Primary qHTS for Inhibitors of ATXN expression. HEK-293 ATXN2-luciferase reporter, luminescence, 24 h. Potency, µM (top dose mostly 57 µM), inactives show top-dose activity change, negative = inhibition, usual class: inhibitors. hit rate 0.72% among 360,000. AID 1745845, 2022; further: potency means the concentration at half of the fitted maximal effect; on the % scale 0 is the no-effect control and ±100 the full control effect; nearly all actives have a fitted effect of over 55% in size
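qHTS (up to 57 uM final) was run with 24 h compound exposure of reporter cells at 37 °C. Each well was multiplexed: SteadyGlo luminescence measured ATXN2-luciferase expression after a fluorogenic Gly-Phe-AFC viability readout (25 uM final).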
HT1080-NT tox: qHTS for induction of synthetic lethality in tumor cells producing 2HG: qHTS for the HT-1080-NT fibrosarcoma cell line; hit rate 1.6% among 360,000; HT-1080-NT fibrosarcoma viability, CellTiter-Glo ATP luminescence, 48 h; Potency, µM (highest dose often 46.1 µM), for the others: at the highest dose activity, negative = less viability, actives largely listed as cytotoxic;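 further: NT is the 2HG producing partner of a matched IDH1 knockdown line; potency means the concentration at half of the fitted maximal effect; 0% = DMSO-treated cells and -100% = media-only wells without cells; nearly all actives have a fitted effect of over 55% in size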
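Luminescent CellTiter-Glo readout after 48 hours of compound exposure at 37 degrees C defined viability of HT-1080-NT cells. Activity was normalized to DMSO wells and cell-free media wells; concentration-response curves were fitted and assigned curve classes.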
IL1B secr inh: qHTS for Inhibitors of Inflammasome Signaling: IL-1-beta AlphaLISA Primary Screen | AID 743279, 2014 | hit rate 4.7% among 360,000 | activity change, % at 57.5 µM | THP-1 LPS/ATP IL-1B secretion, AlphaLISA, 16 h; active compounds read low; in the data active means activity change below about -50%; inconclusive means mostly about -30% to -49%; further: on the % scale 0 is the no-effect control and ±100 the full control effect
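Secreted IL-1B measured by AlphaLISA bead assay after 16 h compound exposure of THP-1 cells; compounds (final up to 57.5 uM) added 1 h before LPS (250 ng/mL) and ATP (1.25 mM) stimulation; lower signal means less secretion.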
HepG2 viability: qHTS for Inhibitors of TGF-b: Cytotox Counterscreen; HepG2 CAGA-GFP viability, ATP luminescence, 18 h; Potency, µM (highest dose often 46.1 µM), for the others: at the top dose activity change, negative = cytotoxicity, hits mostly cytotoxic; hit rate 0.76% among 410,000; AID 588856, 2011; further: potency means the concentration at half of the fitted maximal effect; some results filed as inactive show a strong effect at the top dose
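HepG2 CAGA-GFP cells (1000/well, DMEM with 1% FBS) received compound, then TGF-beta at 500 pg/mL final, and were incubated 18 hours at 37 degrees C. Viability was read by CellTiter-Glo luminescence. Media-only wells were set as complete cell-killing and DMSO as no toxicity.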
The depositor's hits bear a star; i = inactive; u = inconclusive; x = no result given; [ ] = remark or other dose. Unless noted, the call rests on the fitted dose curve; in most records, active means well fitted curve in the direction sought with a large enough effect; inconclusive means small, poorly fitted or top-dose-only effect, or another doubt; inactive means no such curve, though single readings can be large; an effect the other way counts as inactive or inconclusive.

SMILES	MCF10A rereplic	HT1080 IDH1KD tx	S2 tox	SW480 rerep	KB-3-1 cytotox	ATXN2 expr inh	HT1080-NT tox	IL1B secr inh	HepG2 viability
CCOC(=O)Cn1cnc([N+](=O)[O-])n1	-3%	1%	i	-1%	0%	2%	1%	5	2%
CCCCC1OC23CCCCC2C(C#N)(C(=N)O3)C1(C#N)C#N (configuration not stated)	-13%	3%	i	-2%	u	7%	1%	-10	-2%
COc1ccc(Cc2nnc(N/N=C/c3ccc(Br)cc3)[nH]c2=O)cc1OC	1%	-1%	i	1%	-3%	1%	u	-1	-8%
Cc1cc(C)cc(NC(=O)N2CCN3CCCCC3C2)c1 (configuration not stated)	x	x	i	x	3%	13%	x	x	2%
CN(C)S(=O)(=O)c1ccc(NC(=O)c2cc3ccccc3o2)cc1	u	1%	i	-4%	-1%	45%[activator]	-16%	-16	-1%
S=C(NCc1ccccc1)Nc1cccc2cnccc12	18%	u	i	-9%	-19%	u	-4%	-10	12%
CC(=O)NC(c1ccccc1)c1nc(-c2ccccc2)cs1 (configuration not stated)	x	30%	i	x	0%	13%	u	3	2%
CCc1ccccc1NC(=O)COC(=O)c1cn(CC)c2nc(C)ccc2c1=O	x	x	i	x	3%	-1%	x	x	-5%
C/C(=N/NC(=O)CCC(=O)Nc1cccc(Cl)c1)c1ccc(C)cc1	-4%	7%	i	-60%[inhibitor]	6%	-6%	7%	-22	10%
CCOC(=O)c1c(C)[nH]c(C)c1S(=O)(=O)N1CCCCC1	0%	0%	i	-7%	1%	x	10%	-1	-29%
C[N+](C)(CC#Cc1ccccc1)CC(=O)c1ccc(Cl)cc1	10%	u	i	-5%	-9%	22%	-1%	u	12%
CCCS(=O)(=O)NC(=O)C1(C)CCCN(C(=O)COc2ccccc2)C1 (configuration not stated)	x	2%	i	x	0%	2%	19%	-15	0%
N#CCCN(C(=O)COC(=O)COc1ccccc1Cc1ccccc1)c1ccccc1	5%	-8%	i	2%	0%	x	0%	-7	4%
OCC1(Cc2ccc(F)cc2)CCCN(CCCC(F)(F)F)C1 (configuration not stated)	5%	-8%	i	u	-3%	-16%	-8%	0	-22%
Cc1cccc(-c2noc(CNS(=O)(=O)c3ccccc3)n2)c1	6%	6%	i	-9%	11%	19%	2%	-9	-8%
CCc1ccc([C@@H]2CC=C(C(=O)O)[C@H](c3ccc(C(C)(C)C)cc3)N2S(=O)(=O)c2ccc(C)cc2)cc1	29%	u	x	-5%	0%	u	-29%	14	-103%
COc1ccccc1NC(=O)Nc1cc(F)ccc1F	1%	5%	i	6%	-2%	7%	12%	-26	1%
COc1ccc(NC(=O)NC(=O)c2cc(OCC(F)(F)F)ccc2OCC(F)(F)F)cc1	u	-29%	i	-6%	13%	-6%	-8%	x	-52%
COc1ccc2cc(C#N)c(N3CCN(Cc4nnnn4CCC(C)C)CC3)nc2c1	-6%	-10%	i	-2%	u	-36%	6%	u	-54%
COc1cc(C)c(C)cc1S(=O)(=O)N1CCCCC1c1cccnc1 (configuration not stated)	u	-9%	u	0%	-5%	-9%	-3%	7	-19%
O=C(CSc1nnc(-c2cccc(F)c2)o1)Nc1nncs1	5%	13%	i	0%	11%	-11%	2%	-10	-55%
CCCOc1ccc(-c2nc3ccccc3c(=O)o2)cc1	x	x	i	x	-7%	53%[activator]	x	x	-12%
Cc1ccc2c(c1)C(c1ccccc1)C(=O)O2 (configuration not stated)	12%	1%	i	-15%	16%	-17%	0%	1	-9%
CC1CCN(C(=O)c2cc3c(=O)n(C)c4ccccc4c3s2)CC1	x	x	i	x	-8%	-14%	x	x	-26%
CC1(C(=O)NS(C)(=O)=O)CCN1C(=O)CC(c1ccccc1)c1ccccc1 (configuration not stated)	x	0%	i	x	10%	18%	23%	10	-1%
COc1cc(C(=O)NNC(=O)C2CSC3(C)CCC(=O)N23)cc(OC)c1OC (configuration not stated)	-2%	1%	i	-5%	6%	x	2%	3	9%
COc1ccc(C2c3ccc4ccccc4c3Oc3ncn(CCCO)c(=N)c32)cc1 (configuration not stated)	u	u	x	u	6%	25µM*	18µM*	-69*	-117%
Cc1ccccc1OCCC(=O)NNC(=O)c1ccccc1F	1%	14%	i	2%	1%	x	11%	0	-4%
CC(C)(C)c1ccccc1NC(=O)N1CCNC(=O)C1CC(=O)Nc1ccc(F)cc1 (configuration not stated)	-14%	-2%	i	-23%	1%	0%	2%	i	-4%
Cc1nc(-c2ccc(Cl)cc2)sc1C1(C)CC(c2cccc(Cl)c2)=NO1 (configuration not stated)	6%	17%	i	-4%	24%	15%	17%	16	4%

Some of these compounds in order of their number in IL1B secr inh, largest number first:
canonical_smiles | SW480 rerep | IL1B secr inh
CCc1ccc([C@@H]2CC=C(C(=O)O)[C@H](c3ccc(C(C)(C)C)cc3)N2S(=O)(=O)c2ccc(C)cc2)cc1 | -5% | 14
N#CCCN(C(=O)COC(=O)COc1ccccc1Cc1ccccc1)c1ccccc1 | 2% | -7
COc1ccccc1NC(=O)Nc1cc(F)ccc1F | 6% | -26

Following part
SMILES	MCF10A rereplic	HT1080 IDH1KD tx	S2 tox	SW480 rerep	KB-3-1 cytotox	ATXN2 expr inh	HT1080-NT tox	IL1B secr inh	HepG2 viability
COc1ccc(COC(=O)C2CC(=O)N(Cc3ccccc3)C2)cc1 (configuration not stated)	10%	2%	x	-15%	-11%	x	7%	-15	-16%
CC(C)Cn1c(=O)c2ccccc2n2c(-c3ccc(Br)cc3)nnc12	x	x	i	x	1%	1%	x	x	-13%
COCCNC(=O)COC(=O)c1ccc(S(=O)(=O)N2CCOCC2)cc1	1%	8%	i	-15%	2%	2%	12%	7	-1%
Cc1cc(C)c(NC(=O)NC(=O)c2cccc(F)c2)c(C)n1	-5%	18%	i	2%	u	26%	-1%	7	-13%
O=c1oc2ccccc2c2c1ncn2C1CCCCC1	-1%	-24%	i	-4%	2%	1%	9%	10	13%
COc1cccc(NS(=O)(=O)NC(=O)c2c[nH]c3ccccc23)c1	-4%	-5%	i	-7%	1%	x	0%	10	24%
CCS(=O)(=O)N1CCN(S(=O)(=O)c2ccc(Cl)s2)CC1	-2%	5%	i	-8%	2%	0%	7%	-8	-3%
O=C(c1ccc2c(c1)OCO2)N1CCC2(CC1)Oc1ccc(Cl)cc1C(=O)C21CC(c2cccnc2)=NO1 (configuration not stated)	-33%[inhibitor]	-11%	i	4%[9.22 µM]	-26%	-20%	-5%	u	-12%
Cc1ccccc1-c1ccc(CN2C(C)C(=O)N(Cc3cn(Cc4ccco4)nn3)CCS2(=O)=O)cc1 (configuration not stated)	x	u	u	x	u	u	u	u	-36%
O=C(Nc1ccc(CN2CCOCC2)cc1)c1cccs1	-1%	4%	i	0%	0%	17%	6%	2	-8%
O=C(Nc1ccccc1Cl)c1ccccc1S(=O)(=O)c1ccccc1[N+](=O)[O-]	9%	5%	i	-89%[inhibitor]	7%	-4%	11%	0	-2%
CCOC(=O)C1CCN(Cc2ccc(O)c3ncccc23)CC1	4.1µM*	-30%	u	0.92µM*	23µM*	-37%	u	13	7.9µM*
CC(C)NC(=S)N/N=C/c1ccc(N2CCOCC2)cc1	1%	-3%	u	0%	4%	x	0%	-15	-35%
CC(C)N(C(=O)CN1CCC(c2nc3ccccc3[nH]2)CC1)C(C)C	-1%	-1%	i	-1%	-20%	x	-3%	-4	-14%
O=C(NC1CCN(C(=O)c2cccs2)CC1)c1ccccc1	10%	11%	i	-6%	9%	-2%	13%	-8	-3%
O=C(NCc1ccccn1)c1ccc2c(=O)n(CCc3ccccc3)c(=O)[nH]c2c1	-1%	-10%	i	1%	0%	x	21%	0	-2%
CC(=O)c1c(C)[nH]c(C(=O)N2CCN(S(=O)(=O)c3ccc(F)c(F)c3)CC2)c1C	10%	-20%	i	-4%	3%	-8%	-1%	28	19%
COc1ccc(/C=C/C(=O)Nc2ccc(C(C)=O)cc2)cc1S(=O)(=O)N1CCOCC1	x	7%	i	x	7%	x	3%	12	-5%
C=CCOc1ccc(C=Nc2ccc(Cl)cc2)c(O)c1	4%	1%	u	-13%	0%	-23%	1%	34	4%
NS(=O)(=O)c1ccc(CCNC(=O)C2CCN(C(=O)Nc3ccccc3)CC2)cc1	4%	-14%	i	u	0%	-11%	4%	-16	-20%
COc1ccccc1NC(=S)N/N=C/c1ccc(O)cc1	17%	-9%	i	1%	u	64%[activator]	-16%	-101*	0%
O=C(COc1ccc(Cl)cc1Cl)NC1CCSC1=O (configuration not stated)	-1%	10%	i	-4%	-5%	36%[activator]	1%	-14	-2%
O=C(CNC(=O)c1ccco1)OCC(=O)c1ccccc1	5%	11%	u	-4%	1%	2%	1%	20	-5%
Cc1[nH]n(-c2ccc([N+](=O)[O-])cc2)c(=O)c1C=NCCN1CCN(C(=O)c2cccc(F)c2)CC1	21%	16µM*	i	-2%	-27%	6%	18µM*	12	7.9µM*
Cc1ccccc1NC(=O)Cn1cnc2c(oc3nc4c(cc32)CCCC4)c1=O	-1%	-5%	i	10%	-4%	1%	-1%	-13	-1%
Cc1nc(-c2ccccc2)sc1C(=O)CSc1ccc(Br)cc1	u	-2%	i	3%	0%	-11%	-3%	24	-8%
Cc1ccc(S(=O)(=O)Cc2ccc(C(=O)O)o2)cc1	u	-11%	i	-7%	0%	0%	1%	0	9%
COc1cc(C(=O)NCCN=C2NS(=O)(=O)c3ccccc32)cc(OC)c1OC	-5%	21%	i	-85%	2%	1%	26%	2	14%
